ABHD4 inh: ABHD4 (mouse) inhibition, primary FP screen; Q8VD66; purified mABHD4, FP-Rh probe fluorescence polarization; inhibition, % at 8.92 µM; 370,000 tested, 0.54% active;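 active = inhibition exceeding the mean over every tested compound plus 3 SD, cut at about 30% in these data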;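 also: 0% = plate median of compound wells and 100% = S159A mutant with DMSO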
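Test system: mABHD4 protein; Read-out basis: % inhibition; Incubation: 45 min + 60 min at 25 °C; Repeats: single replicate; Technique: fluorescence polarization with parallel and perpendicular emission, 525/598 nm; Compound: 8.92 µM, single dose; Benchmarks: full inhibition S159A mutant plus DMSO, zero as sample-well median.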
LEDGF integ inh: blocks HIV-1 LEDGF/p75-dependent DNA integration | TR-FRET IN-LEDGF/p75 DNA integration, Eu/Cy5 | inhibition, % at 3.7 µM | 370,000 tested, 0.64% active;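 active = inhibition above the screen-wide mean plus 3 SD, cut at about 13% in these data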;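 also: signal is the Cy5 over europium emission ratio at 671 and 618 nm; 0% = plate median of compound wells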
MBD2 inh: inhibitors of human MBD2 binding to methylated oligonucleotide; Q9UBB5; TR-FRET; inhibition, % at 4.4 µM; 370,000 tested, 0.31% active; AID 686964; in the data active = inhibition above about 13%
rCAG binder: molecules binding r(CAG) RNA repeats | r(CAG) RNA repeat, TO-PRO-1 dye displacement fluorescence | AID 651821 | inhibition, % at 3 µM | 370,000 tested, 1.3% active;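 active = inhibition above the plate cutoff, the mean of all test compounds on that plate plus 3 SD, cut at about 35% in these data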;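 also: 0% = DMSO alone and 100% = 100 µM mitoxantrone as full dye displacement; higher means more dye released from RNA so lower well fluorescence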
TCR CD3 inh: blocks the human TCR-CD3 interaction; 360,000 tested, 0.37% active; TAMRA-labeled TCR probe fluorescence, biochemical; inhibition, % at 9.4 µM; in the data active = inhibition above about 19%;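 also: recombinant mutant TCR 2C K166C tagged with TAMRA read by polarization; 0% = receptor in buffer alone and 100% = receptor with positive control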
PRMT1 inh: inhibitors of human PRMT1 | 370,000 tested, 1.3% active | recombinant PRMT1, activity-based probe fluorescence polarization | inhibition, % at 2.79 µM | AID 652257;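 active = inhibition above about 21% made by adding two undisclosed values, limit read from the data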
TDP2 inh: blocks human TDP2 phosphodiesterase activity; 370,000 tested, 0.34% active; recombinant TDP2, T5PNP hydrolysis, p-nitrophenol absorbance 415 nm; inhibition, % at 12.8 µM;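 active = inhibition above the mean of all tested compounds plus 3 SD, set per campaign, cut at about 25% in these data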;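 also: 0% = DMSO with enzyme and 100% = buffer with substrate but no TDP2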
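Incubation: 2 h at 37 °C; Test system: recombinant human TDP2; Quantity: enzyme 120 nM; Read-out basis: percent inhibition; Medium: 50 mM Tris-HCl pH 7.5 with Mg2+, KCl, DTT, BSA; Repeats: single replicate; Compound: 12.8 µM single point, 1% DMSO; Signal: epi absorbance; Reagent: 5 mM T5PNP chromogenic substrate; Benchmarks: no-enzyme high, DMSO-plus-enzyme low.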
SIAE inh: inhibitors of human sialic acid acetylesterase SIAE; Q9HAT2; SIAE FP-Rh probe binding, fluorescence polarization; inhibition, % at 9.66 µM; 370,000 tested, 0.69% active;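 active = inhibition above a cutoff: mean of compounds within the control limits plus 3 SD of those, cut at about 17% in these data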;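 also: 0% = plate median of compound wells and 100% = probe without SIAE protein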
Target sequence (Q9HAT2 whole entry, looked up): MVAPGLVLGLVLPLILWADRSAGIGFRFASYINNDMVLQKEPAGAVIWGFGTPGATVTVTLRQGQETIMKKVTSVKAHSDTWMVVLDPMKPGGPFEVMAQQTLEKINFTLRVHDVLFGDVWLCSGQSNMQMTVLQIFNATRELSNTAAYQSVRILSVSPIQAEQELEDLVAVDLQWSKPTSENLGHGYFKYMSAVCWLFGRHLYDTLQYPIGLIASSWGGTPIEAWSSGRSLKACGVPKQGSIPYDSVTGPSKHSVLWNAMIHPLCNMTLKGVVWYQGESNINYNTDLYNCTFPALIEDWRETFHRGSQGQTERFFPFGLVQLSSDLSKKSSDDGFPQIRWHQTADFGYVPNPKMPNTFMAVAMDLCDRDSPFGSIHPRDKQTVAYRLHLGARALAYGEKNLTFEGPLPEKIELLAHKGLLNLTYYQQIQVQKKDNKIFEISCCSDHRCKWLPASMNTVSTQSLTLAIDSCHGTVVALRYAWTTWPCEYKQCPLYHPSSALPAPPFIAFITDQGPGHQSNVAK
HTRA1 inh: inhibitors of human serine peptidase HTRA1. Q92743. recombinant HTRA1, FP-rhodamine activity-based probe, fluorescence polarization. inhibition, % at 5.96 µM. 340,000 tested, 0.5% active. AID 504803; in the data active = inhibition above about 36%;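 also: 0% = enzyme with DMSO and 100% = wells lacking enzyme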
Target sequence (Q92743 whole entry, looked up): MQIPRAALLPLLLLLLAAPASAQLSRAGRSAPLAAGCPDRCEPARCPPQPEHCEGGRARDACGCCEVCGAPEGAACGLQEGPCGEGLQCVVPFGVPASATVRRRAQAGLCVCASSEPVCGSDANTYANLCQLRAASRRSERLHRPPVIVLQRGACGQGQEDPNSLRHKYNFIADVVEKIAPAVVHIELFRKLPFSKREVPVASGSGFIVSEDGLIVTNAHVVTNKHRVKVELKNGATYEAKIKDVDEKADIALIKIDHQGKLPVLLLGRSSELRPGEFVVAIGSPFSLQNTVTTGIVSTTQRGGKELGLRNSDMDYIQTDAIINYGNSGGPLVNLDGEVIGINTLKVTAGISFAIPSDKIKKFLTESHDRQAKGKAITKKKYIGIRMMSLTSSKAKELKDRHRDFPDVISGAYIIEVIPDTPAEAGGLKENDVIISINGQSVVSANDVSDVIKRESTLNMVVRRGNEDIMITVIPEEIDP
NPR2 activator: GC-B (human) receptor activation; AID 1920062; HEK293-GC-B cells, CNP EC30, cGMP TR-FRET; 0% at EC30 CNP, 100% saturating CNP; 370,000 tested, 0.11% active; activation, % at 10 µM; P20594;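 active = activation at 10 µM reaching about 35% in either raw or pattern-adjusted values, limit read from the data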
* = called active by the depositor; x = not tested or not shown. Only part of the results is shown (hit frequency here may not be typical).

mol	ABHD4 inh	LEDGF integ inh	MBD2 inh	rCAG binder	TCR CD3 inh	PRMT1 inh	TDP2 inh	SIAE inh	HTRA1 inh	NPR2 activator
COc1ccccc1NC(=O)Cn1nnc(-c2ccccc2NC(=O)c2cc3ccccc3oc2=O)n1	-11.1	1.1	-7.2	7.8	7.1	-3.3	-8.6	-21.9	-19.5	-4.3
Cc1ccc(C)c(S(=O)(=O)N2CCN(C(=O)CN3C(=O)NC(C)(C)C3=O)CC2)c1	-3.9	3.1	1.0	-0.1	4.6	1.6	11.7	6.2	3.5	0.2
COc1ccccc1C(=O)COC(=O)CNS(=O)(=O)c1ccc(NC(C)=O)cc1	-0.7	-2.7	-0.1	3.5	-0.7	-2.1	3.9	-5.5	-2.8	-1.4
Cc1ccc(CSCCNC(=O)c2ccc(N(C)S(=O)(=O)c3ccccc3)cc2)cc1	-26.0	-2.0	2.6	4.3	-4.5	1.3	4.6	-24.3	-26.5	-2.8
CC(=O)N1CCN(C(=O)c2c(-c3ccccc3)noc2C)CC1	7.8	-4.0	4.7	-0.3	-1.8	2.0	-7.0	-1.7	-1.9	4.1
COc1ccc(OC)c(NC(=O)c2cccc(NC(=O)c3ccccc3)c2)c1	-12.0	5.8	0.8	-0.2	6.9	-3.1	-1.0	-8.7	-26.1	0.7
O=C(CNS(=O)(=O)c1ccc(F)c(Cl)c1)N1CCCC1	-4.8	-0.7	0.2	-5.1	5.2	0.9	6.0	4.7	6.5	-4.4
CN1C2CCC1CC(NC(=O)c1cc(S(=O)(=O)N(C)C)c(Cl)cc1Cl)C2 (stereo unspecified)	-2.4	-1.2	-4.2	2.2	2.0	-1.3	6.2	-1.3	-1.8	3.7
O=C1c2ccccc2OCOc2ccccc21	0.7	0.8	3.4	-3.2	3.6	-2.8	-4.9	-0.6	-5.9	0.1
c1ccc(CCNc2nc(-c3ccccn3)cs2)cc1	5.2	6.8	2.0	1.8	3.0	0.2	12.9	-9.5	13.0	2.7
CCN1CCC2(CC1)N=C(c1ccc(F)cc1)C(=S)N2C(=O)c1ccc(C)cc1	1.0	-1.9	-2.9	-4.9	4.0	3.3	3.7	0.9	-4.1	7.0
Cc1cc(-c2ccc(C)c(S(=O)(=O)NCCc3ccc(S(N)(=O)=O)cc3)c2)on1	6.9	-4.8	4.1	3.0	0.3	2.4	-6.3	-4.6	-0.8	-2.7
Cc1c(C)n2c(SCC(=O)NCc3ccc4c(c3)OCO4)nnc2[nH]c1=O	0.9	1.8	-1.2	5.2	-1.0	-2.0	2.6	3.4	-1.1	2.4
S=c1[nH]nc(C2CCCCC2)n1/N=C/C(Cl)=C\c1ccccc1	-10.5	1.2	-2.1	16.2	4.0	0.6	5.3	-4.2	-8.9	1.9
O=C1/C(=C\c2cccc([N+](=O)[O-])c2O)SC(=S)N1Cc1ccccc1	-27.4	-4.0	1.6	37.3*	82.2*	15.8	1.1	-6.2	9.4	1.8
CCc1nnc(NC(=O)CSc2nnc(-c3ccc(O)cc3)n2C)s1	-1.7	-2.9	3.8	-2.1	-1.4	-2.3	17.6	-3.9	4.6	2.4
Cc1nn(-c2ccccc2)c(C)c1/C=N/NC(=O)c1cc(C(C)(C)C)[nH]n1	-8.9	-2.1	0.8	-4.1	2.9	1.2	2.5	0.2	-14.3	-4.9
CCOC(=O)N1CCN(C(=O)CCCN2C(=O)CSc3nc(C)cc(C)c32)CC1	-12.7	-3.3	6.1	1.2	-10.1	4.8	-3.0	-3.2	1.2	0.7
COc1cc(CN2CCNC(=O)C2CC(=O)NCCC2=CCCCC2)cc(OC)c1 (stereo unspecified)	-5.2	6.1	-7.2	3.6	9.7	-1.7	-8.6	-6.0	-2.5	1.3
COc1cc2c(cc1OC)C(C(=O)Nc1ccc3c(c1)OCCO3)C1c3ccccc3CCN1C2=O (stereo unspecified)	-3.5	0.9	1.0	2.5	7.6	1.2	1.2	-4.2	-4.2	-5.6
CC(=O)Nc1ccc(Nc2nnc(-c3ccc(C)c(S(=O)(=O)NCC4CCCO4)c3)c3ccccc23)cc1 (stereo unspecified)	-9.5	-6.5	5.0	2.0	0.0	3.4	-8.7	-4.3	0.0	1.1
CCN(CC)c1ccc(-c2sc(Nc3ccccc3)n[n+]2-c2ccc(F)cc2)cc1	-15.5	6.2	-6.7	-20.7	2.5	-1.5	-4.6	7.3	-6.4	-4.7
Cc1nc(N2CCN(c3ccccc3)CC2)[nH]c(=O)c1CCC(C)C	-4.4	1.8	1.7	0.8	-0.5	-4.6	3.6	2.9	-3.5	-0.9
O=C(CCN1C(=O)c2cccc([N+](=O)[O-])c2C1=O)Nc1nccs1	-2.4	3.9	-1.1	2.9	5.4	1.6	-3.5	5.0	3.4	-1.1
CC(=O)Nc1cccc(-c2ccnc3c2CC(C(=O)Nc2cccc(OC(F)(F)F)c2)O3)c1 (stereo unspecified)	-29.1	3.3	-1.7	7.8	6.4	-2.4	-2.4	-55.0	x	-6.1
CCOC(=O)[C@]12CCCC=C1N(CCC1=CCCCC1)C(=O)[C@H](CC(=O)NCc1cccs1)C2	0.5	-1.3	2.9	2.2	0.9	-4.4	0.0	6.3	x	-4.2
COc1ccccc1-c1cc2nc(C)c(CCC(=O)NC(C)CCc3ccco3)c(C)n2n1 (stereo unspecified)	-2.6	-0.5	0.5	8.1	-4.9	10.9	-7.4	-8.5	-9.7	-5.8
Cc1cc(Br)ccc1NC(=O)CN(C)C(=O)c1ccccc1OCc1c(C)noc1C	-2.5	0.6	-1.1	-1.1	-1.4	-1.6	-10.8	-5.2	-6.4	1.1
NC(=O)c1ccccc1NC(=O)c1ccccc1S(=O)(=O)c1ccccc1[N+](=O)[O-]	-2.6	-5.3	0.0	4.3	-4.0	2.5	1.8	3.5	-0.9	3.8
CCOc1ccc(NC(=O)COC(=O)C2(C)CC2(Cl)Cl)c([N+](=O)[O-])c1 (stereo unspecified)	4.2	1.0	-8.8	-5.9	1.4	-4.1	4.2	13.0	-11.0	0.0

The list continues.
mol	ABHD4 inh	LEDGF integ inh	MBD2 inh	rCAG binder	TCR CD3 inh	PRMT1 inh	TDP2 inh	SIAE inh	HTRA1 inh	NPR2 activator
COc1ccccc1N1CCN(C(=O)c2ccc(Cl)c(S(=O)(=O)N3CCOCC3)c2)CC1	-1.6	-4.3	2.3	-7.2	-1.1	1.8	0.7	2.2	7.9	3.3
CCOC(=O)C1(CCOc2ccccc2)CCN(Cc2cccc(OC)c2OC)CC1	2.9	8.7	-6.7	-1.2	0.2	-3.5	-8.1	5.8	-5.2	1.7
COC(=O)[C@@]1(Cc2ccc(F)cc2)[C@H]2c3cc(C(=O)N(C)C)n(Cc4ccc(OC(F)(F)F)cc4)c3C[C@H]2CN1C(=O)c1ccccc1	-7.0	0.2	-1.9	4.5	0.8	1.1	-17.3	-6.5	x	-8.2
O=C(N/N=C/c1ccsc1)c1cc2ccccc2o1	-7.5	3.7	-1.2	3.1	11.8	2.6	-4.7	-1.0	-7.2	0.3
Cc1ccc(C)c(NS(=O)(=O)c2cc3c4c(c2)CC(=O)N4CCC3)c1	-0.6	-0.6	6.9	12.8	-8.0	6.1	-13.7	-10.3	-9.1	-0.9
CCCn1nc(C(=O)OCC(=O)Nc2cccc(OC)c2)c2ccccc2c1=O	-6.1	4.2	-0.7	-1.3	2.2	-1.0	4.0	-1.0	-12.0	8.6
O=C(Nc1ccc(Br)cc1F)c1ccc2c(c1)OCCO2	-3.2	3.2	1.6	-0.5	-2.0	-1.9	14.4	-10.2	-8.6	-1.1
Cc1cc(C)n(CCNS(=O)(=O)c2ccccc2)n1	1.2	1.0	-6.1	0.9	-2.6	-0.2	9.1	3.2	-0.3	2.7
CCOc1ccccc1/C=N/Nc1nc2ccccc2o1	11.3	1.4	0.9	2.8	-4.2	-0.5	11.8	14.7	3.3	-1.3
CCOC(=O)COn1c(=O)c(-c2ccc(Br)cc2)[n+]([O-])c2ccccc21	-5.4	4.3	-7.8	2.2	-3.8	-5.0	-15.2	17.2*	2.7	-3.4
CCn1cc(C(=O)Nc2ccccc2C(=O)OC)cn1	-0.5	-3.0	-4.0	-4.6	-0.7	-2.8	-0.4	-1.8	x	-7.0
Cc1nn(C)cc1/C=N/NC(=O)c1ccco1	-2.2	5.8	1.6	-2.2	3.8	-0.6	-3.1	2.0	2.1	1.8
CCOC(=O)[C@@]12CN(C(=O)OC(C)(C)C)CC=C1N(Cc1ccc(OC)cc1)C(=O)[C@H]2CC(=O)NCc1cccs1	6.2	4.2	-0.7	0.4	x	1.6	2.1	-1.7	x	-4.9
O=C(O)C1(c2cccc(Cl)c2)CCC1	5.6	-0.7	-1.7	-1.9	3.9	-1.3	-9.8	-5.0	4.7	6.7
O=c1[nH]c(=S)[nH]c2c1C(c1cc([N+](=O)[O-])c(N3CCOCC3)cc1N1CCOCC1)O2 (stereo unspecified)	-3.7	-0.2	-6.9	2.3	2.8	-0.7	6.2	-7.4	-1.8	1.9
Cc1nnsc1C(=O)N1CCN(c2cc(C(F)(F)F)ccn2)CC1	-1.5	0.5	-2.4	-5.1	7.5	-1.0	-1.3	5.2	-0.9	2.4
COc1cc(C(=O)N2CCC(NC(=O)C(Cc3ccccc3C)NC(C)=O)CC2)cc(OC)c1OC (stereo unspecified)	1.9	2.8	0.7	-2.4	6.3	1.2	-2.9	-0.9	6.1	-1.6
CC1CCN(CCCNc2cc(NCCO)c([N+](=O)[O-])c3nonc23)CC1	2.2	-3.0	-10.7	5.8	1.1	-3.8	-5.4	-4.0	1.0	1.7
O=C1c2ccccc2/C(=C\C#Cc2ccccn2)N1c1ccccc1	-8.7	2.7	10.1	16.0	1.4	13.5	-8.2	-7.7	-1.2	1.7
O=C(NCCC(=O)N1CCN(c2ccccn2)CC1)c1ccc([N+](=O)[O-])cc1	-6.5	-3.9	2.8	3.0	0.1	2.5	2.9	-5.2	7.4	-1.5
Cc1ccccc1NC(=O)/C=C1\SC(=O)NC1=O	-2.8	-1.5	8.4	1.0	6.3	-1.1	-2.4	-0.4	2.9	0.3
Cc1cc(C)cc(NC(=O)COc2ccc(C(=S)N3CCOCC3)cc2)c1	-0.3	0.3	1.3	-3.7	-1.4	4.2	7.2	-3.4	-4.3	-1.4
O=c1c2ccccc2c(C=NCc2ccccn2)c(O)n1-c1ccccc1	2.2	-0.7	-2.4	7.2	-9.6	1.0	-10.4	0.9	-2.8	-2.4

For convenience, some entries already given.
mol	ABHD4 inh	LEDGF integ inh	MBD2 inh	rCAG binder	TCR CD3 inh	PRMT1 inh	TDP2 inh	SIAE inh	HTRA1 inh	NPR2 activator
COc1ccccc1N1CCN(C(=O)c2ccc(Cl)c(S(=O)(=O)N3CCOCC3)c2)CC1	-1.6	-4.3	2.3	-7.2	-1.1	1.8	0.7	2.2	7.9	3.3
CCOC(=O)C1(CCOc2ccccc2)CCN(Cc2cccc(OC)c2OC)CC1	2.9	8.7	-6.7	-1.2	0.2	-3.5	-8.1	5.8	-5.2	1.7
